E-selectin induc – E-selectin induction in HUVECs, primary screen, imaging, HUVEC, immunofluorescence imaging, single point; activation, % at 7.58 µM; normalized: neutral wells 0, TNF-alpha wells 100; 260,000 compounds, 0.37% hits;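 active = mean E-selectin-positive cell signal at least 10% of the positive control, reached in at least 60% of replicates, without over 20% cell loss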;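 note: in these data hits start at about 27%; measured in HUVEC primary endothelial cells; signal is the percent of cells scored E-selectin positive by PE staining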
Target sequence (P16581 whole entry, looked up): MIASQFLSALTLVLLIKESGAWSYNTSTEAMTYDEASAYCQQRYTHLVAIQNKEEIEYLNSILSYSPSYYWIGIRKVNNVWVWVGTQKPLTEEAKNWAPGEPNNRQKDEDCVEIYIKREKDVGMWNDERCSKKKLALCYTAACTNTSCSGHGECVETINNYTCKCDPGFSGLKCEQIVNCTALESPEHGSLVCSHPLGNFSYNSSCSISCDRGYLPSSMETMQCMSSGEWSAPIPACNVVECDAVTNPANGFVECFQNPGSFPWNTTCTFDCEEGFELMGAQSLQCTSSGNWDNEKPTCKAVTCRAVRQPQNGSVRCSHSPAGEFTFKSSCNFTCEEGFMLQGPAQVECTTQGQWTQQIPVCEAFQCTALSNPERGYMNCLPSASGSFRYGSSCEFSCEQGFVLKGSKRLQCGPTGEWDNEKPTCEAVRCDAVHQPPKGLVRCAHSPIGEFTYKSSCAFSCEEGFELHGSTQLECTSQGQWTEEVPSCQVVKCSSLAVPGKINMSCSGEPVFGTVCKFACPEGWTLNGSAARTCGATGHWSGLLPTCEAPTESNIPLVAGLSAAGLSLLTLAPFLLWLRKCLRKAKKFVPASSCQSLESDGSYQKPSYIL
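System: HUVEC, human umbilical vein endothelial cells; quantity: 3,000 cells/well; buffer or medium: EGM-2 medium, gelatin-coated wells; dosing: single-point compound dose; detection: immunofluorescence imaging; evaluation: % PE-positive cells; benchmarks: TNF-alpha, DMSO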
RAD54 inh – inhibitors of human RAD54 branch migration, primary screen, biochemical, fluorescence, single point. RAD54 Holliday junction branch migration, FAM/BHQ fluorescence. AID 602329, 2012. DNA repair and recombination protein RAD54-like (Homo sapiens), Q92698. inhibition, % at 10.4 µM. 360,000 compounds, 0.14% hits;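 active = mean normalized replicate activity at least 40 and at least half of replicates scoring 40 or more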;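 note: 0% = median of neutral control wells and 100% = median of positive control wells; inhibitors cause a drop in the FAM fluorescence signal; in these data hits start at about 50%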
ERp5 inh – inhibitors of ERp5-driven insulin aggregation, primary screen, biochemical, turbidity, absorbance 650 nm, single point. inhibition, % at 9.99 µM. Protein disulfide-isomerase A6 (Homo sapiens), Q15084. 90 min. 350,000 compounds, 0.05% hits;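 active = mean replicate inhibition above about 25%, with every replicate also reaching it, limit read from the data, passing the limit was not always enough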
esBAF inh – Bmi1 luciferase reporter increase in mESCs, primary screen, esBAF inhibitor project, mouse ES cells, Bmi1 luciferase knock-in, single point | 24 h; 100% = twice the neutral-well signal | reporter increase, % at 12.5 µM | 350,000 compounds, 2% hits | AID 602393, 2012; in the data active = activation above about 40%;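 note: 0% = median of the plate's neutral control wells and 100% = double that signal; a rise in the Bmi1 reporter signal indicates esBAF inhibition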
ERAP1 inh – human ERAP1 aminopeptidase inhibitors, primary screen, biochemical, single point, plate reader. recombinant ERAP1, Leu-AMC fluorescence, 60 min. inhibition, % at 10.7 µM. 340,000 compounds, 0.15% hits. AID 652197, 2013;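 active = mean replicate inhibition of at least 30%, or all replicates individually reaching that 30% level; inactive = mean below 30% and not every replicate reaching it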;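 note: 0% = neutral control wells and 100% = L-leucinethiol positive control wells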
S100A4 inh HTS – inhibitors of S100A4-myosin IIA peptide binding, primary screen, biochemical, fluorescence polarization, TAMRA-MyoIIA peptide; inhibition, % at 10.7 µM; AID 652163, 2013; 360,000 compounds, 0.14% hits; Protein S100-A4 (Homo sapiens), P26447;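 active = mean inhibition of at least 70% across replicates, with every replicate also reaching that level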
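Material: human S100A4 monomer with TAMRA-labelled myosin IIA peptide; buffer or medium: HEPES pH 7.2 with CaCl2, KCl, NaCl, DTT, Triton; compound dosing: one concentration per compound; schedule: 5 min incubation before reading; benchmarks: neutral control DMSO, positive control TFP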
RAD52 inh – RAD52 DNA annealing inhibitors, primary screen, biochemical, FRET, single point, set 2; DNA repair protein RAD52 homolog (Homo sapiens), P43351; recombinant RAD52 DNA annealing, FRET fluorescence; inhibition, % at 18.7 µM; 360,000 compounds, 0.46% hits; AID 651710, 2012;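 active = every replicate showing at least 50% inhibition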
Target sequence (P43351 whole entry, looked up): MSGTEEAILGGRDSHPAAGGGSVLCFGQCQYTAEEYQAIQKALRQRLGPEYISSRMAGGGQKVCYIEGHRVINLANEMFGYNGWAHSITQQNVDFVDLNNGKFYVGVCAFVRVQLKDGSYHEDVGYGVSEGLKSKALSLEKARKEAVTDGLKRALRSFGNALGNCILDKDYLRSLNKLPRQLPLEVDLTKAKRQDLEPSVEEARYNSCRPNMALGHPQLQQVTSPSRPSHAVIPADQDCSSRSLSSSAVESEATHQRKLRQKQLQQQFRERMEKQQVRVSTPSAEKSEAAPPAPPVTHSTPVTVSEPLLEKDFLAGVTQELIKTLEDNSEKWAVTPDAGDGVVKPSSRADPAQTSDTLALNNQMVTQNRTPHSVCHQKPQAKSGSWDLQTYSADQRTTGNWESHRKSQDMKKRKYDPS
Xi reactivation – activators of inactive X chromosome reactivation, primary screen, imaging, XiGFP fibroblasts, GFP high-content imaging, set 2; XiGFP mouse fibroblasts, % GFP-positive cells imaging, 3 d; cells co-treated with 5-aza-dC sensitizer; scaled so ellipticine positive control = 100%; activation, % at 7.58 µM; 360,000 compounds, 0.055% hits; AID 743238, 2013;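 active = mean normalized replicate activation at least 10% and every replicate at or above 10%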;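 note: 0% = median of on-plate neutral control wells and 100% = ellipticine 6 µM median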
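System: 68-5-11 XiGFP fibroblast line | Buffer or medium: DMEM containing 5-aza-dC | Compound: Single point | Times: Compounds 3 days, fix/stain 15 min at room temperature | Benchmarks: Positive control ellipticine, 6 µM final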
Starred values were filed as active, the others as inactive; nt = not tested or not shown; & = joins results of further samples.

cpd	mol	E-selectin induc	RAD54 inh	ERp5 inh	esBAF inh
1	C[C@@H]1CN([C@@H](C)CO)C(=O)c2cc(NS(=O)(=O)c3cn(C)cn3)ccc2O[C@@H](C)CCCCO[C@@H]1CN(C)C(=O)Nc1cccc2ccccc12	0.1	-16	nt	4
2	Cc1cc(C)c(S(=O)(=O)N2CCCC(C(=O)NC3CCCC3)C2)c(C)c1 (centres undefined)	nt	2	-1	1
3	CC(C)NC(=O)N(C)C[C@@H]1Oc2ccc(NC(=O)Nc3ccc4c(c3)OCO4)cc2C(=O)N([C@@H](C)CO)C[C@H]1C	-2.7	-8	-9	-1
4	COCCN1CC(C(=O)NCc2ncccc2C)CCC1=O (centres undefined)	nt	-3	0	nt
5	COc1cc(NC(=O)[C@@H](NC(=O)N2CCn3c2nc2ccccc23)C(C)C)cc(OC)c1	0.1	3	-19	-3
6	C[C@H](NC(=O)C[C@H]1CC[C@@H]2[C@H](COC[C@@H](O)CN2C(=O)Nc2ccccc2)O1)c1ccccc1	0.1	-9	11	3
7	CCCc1cn(CC[C@H]2CC[C@H](NC(=O)C3CC3)[C@@H](CO)O2)nn1	-0.3	-2	0	11
8	CCNC(=O)C[C@H]1CC[C@@H](NS(=O)(=O)c2ccc(F)cc2)[C@@H](CO)O1	-0.2	-2	-4	3
9	N#Cc1cc(-c2ccccc2)nc(Oc2ccccc2)n1	nt	nt	-2	nt
10	Cc1ccc(S(=O)(=O)N(C)C[C@H]2Oc3ccc(NS(=O)(=O)c4ccccc4)cc3CC(=O)N([C@H](C)CO)C[C@@H]2C)cc1	-0.5	3	2	0
11	Cc1ccc(S(=O)(=O)Nc2ccc3c(c2)C(=O)N([C@H](C)CO)C[C@@H](C)[C@@H](CN(C)Cc2ccncc2)OCCCC[C@H](C)O3)cc1	nt	-4	0	-21
12	COc1ccc(S(=O)(=O)N(C)C[C@@H]2Oc3ccc(NS(=O)(=O)c4c(C)noc4C)cc3C(=O)N([C@@H](C)CO)C[C@H]2C)cc1	189*	-3	7	-5

cpd	ERAP1 inh	S100A4 inh HTS	RAD52 inh	Xi reactivation
1	nt	nt	nt	-0.3
2	-5	-2	-6	0.0
3	-1	-10	-5	0.0
4	1	-1	-7	0.0
5	3	-4	-18	0.0
6	-2	5	10	0.2
7	0	-1	4	0.2
8	-3	-7	-1	0.9
9	-4	-10	-5	0.0
10	-1	2	10	0.0
11	-4	13	-6	0.4
12	4	11	-10	0.2

(further entries)
cpd	mol	E-selectin induc	RAD54 inh	ERp5 inh	esBAF inh
13	COc1ccc(-n2nc(C(=O)NCC(=O)Nc3cc(Cl)c(OC)cc3OC)c3ccccc3c2=O)cc1	nt	13	-1	0
14	Cc1ccccc1C(=O)N=c1ccn(-c2nc3ccccc3nc2NS(=O)(=O)c2ccccc2)cc1	nt	-15	-1	-9
15	CCC1CCC(N2CCN(c3ccc(F)cc3)CC2)CC1 (centres undefined)	-0.1	-18	0	-10
16	C[C@@H]1CN([C@@H](C)CO)C(=O)c2cc(C#Cc3cccc(F)c3)cnc2O[C@@H]1CN(C)C(=O)c1ccccc1F	0.2	4	0	-7
17	CCCn1c(SCC(=O)NC(C)C)nc2sc3c(c2c1=O)CCC3	nt	8	-4	-6
18	CCCCc1c(C)[nH]c(=S)[nH]c1=O	0.6	nt	1	nt
19	Cc1ccc(N2CCN(C(=O)c3cn(CC4CCCCC4)nn3)C(C)C2)cc1 (centres undefined)	0.0	6	0	nt
20	O=C(CSc1nnc2c(n1)[nH]c1ccc(F)cc12)NC1CC1	1.8	1	-2	nt
21	CNc1ncnc(NC)c1[N+](=O)[O-]	-0.3	1	-6	-4
22	CN(C)CC(=O)N1[C@H](CO)[C@H](c2ccc(-c3ccccc3F)cc2)[C@@H]1C#N	0.7	14	-6	-3
23	Cc1ccc(Cl)cc1N(CC(=O)NC1CCCC1)C(=O)c1csnn1	-0.1	-3	1	-8
24	C[C@H]1CN([C@@H](C)CO)C(=O)c2cc(NC(=O)Nc3ccc(F)cc3)ccc2O[C@@H]1CN(C)Cc1ccc(Cl)c(Cl)c1	nt	-10	3	1

cpd	ERAP1 inh	S100A4 inh HTS	RAD52 inh	Xi reactivation
13	1	-6	6	-0.1
14	-1	-1	-433	0.0
15	0	5	-3	0.1
16	8	12	2	-0.5
17	2	-4	-4	0.0
18	-2	1	-14	0.3
19	2	-6	-22	0.0
20	3	-3	-2	0.3
21	1	1	-20	0.0
22	-4	2	-3	0.1
23	0	3	-6	0.4
24	0	13	-10	-0.7

The listing continues.
cpd	mol	E-selectin induc	RAD54 inh	ERp5 inh	esBAF inh
25	COc1ccc(CCNC(=O)CCC(=O)NC2CCCCC2)cc1OC	nt	-7	4	-2
26	Cc1ccc(-c2cc(=O)c3ccc(Cl)cc3[nH]2)cc1	0.2	-5	1	5
27	CCOP(=O)(c1ccccc1)C(O)c1ccc([N+](=O)[O-])cc1 (centres undefined)	0.2	2	1	-1
28	CCC(=O)Nc1ccc2c(c1)C(=O)N(C)C[C@@H](OC)[C@@H](C)CN(C(=O)CC)[C@@H](C)CO2	-0.1	-1	-7	-2
29	COc1ccccc1-c1cn(CC[C@H]2CC[C@@H](NC(=O)Cc3ccccn3)[C@H](CO)O2)nn1	-0.8	1	8	2
30	CC(=O)Nc1ccc(Nc2ccc3c4c(cc(=O)n3C)-c3ccccc3C(=O)c24)cc1	-1.5	nt	2	nt
31	COc1ccc(CCNC(=O)C(=O)NCC2OCCCN2S(=O)(=O)c2cc(C)ccc2C)cc1 (centres undefined)	0.6	-20	-1	8
32	Cc1c(C)c2c(c(C)c1O)CCC(C)(C(=O)O)O2 (centres undefined)	2.1	7	-3	0
33	Cc1ccc([N+](=O)[O-])cc1S(=O)(=O)NCCc1cn2ccccc2n1	-0.1	8	6	-9
34	O=C(C[C@H]1C[C@H]2c3cc(NC(=O)CC4CC4)ccc3O[C@H]2[C@H](CO)O1)NCc1ccncc1	0.4	4	0	-2
35	Cc1ccc(Cl)cc1NC(=O)c1ccccc1OCC(=O)Nc1ccc(Cl)cc1	nt	nt	2	-11
36	CN(C)c1ccc(C=c2c3ccccc3n3c2c2c([n+]3C)CCCC2)cc1	68*	nt	3	-54

cpd	ERAP1 inh	S100A4 inh HTS	RAD52 inh	Xi reactivation
25	2	0	-8	0.2
26	1	8	-5	0.1
27	-1	-4	2	0.3
28	0	-7	-18	0.2
29	-2	-11	-2	-0.5
30	-2	18	-27	0.0
31	1	3	-15	-0.1
32	1	-4	-3	0.0
33	7	-5	-12	0.4
34	-4	4	1	0.3
35	-1	1	-7	-0.1
36	10	-6	89*	-0.1

Next compounds:
cpd	mol	E-selectin induc	RAD54 inh	ERp5 inh	esBAF inh
37	O=C(c1nc2ccccn2c1CN1CCCC(O)C1)N1CCN(C2CCCCC2)CC1 (centres undefined)	nt	-2	-2	0
38	OCC1(O)OC[C@@H](O)[C@H]1O (some centres undefined)	nt	5	7	-3
39	CN(C)CCCN(C(=O)c1ccc(S(=O)(=O)N(C)C)cc1)c1nc2ccc(F)cc2s1	nt	nt	1	nt
40	Cc1noc(C)c1NC(=O)N(C)C[C@@H]1Oc2ccc(NC(=O)Nc3ccc(F)cc3)cc2CC(=O)N([C@@H](C)CO)C[C@@H]1C	0.0	3	9	1
41	C[C@H]1CN([C@@H](C)CO)S(=O)(=O)c2ccc(Br)cc2O[C@@H]1CN(C)S(=O)(=O)c1ccccc1F	0.3&1.3	2&-3	-5&1	-1&-7
42	COc1ccc2c(CN3CCN(c4ccc(Cl)c(Cl)c4)CC3)cc(=O)oc2c1	nt	5	-5	12
43	NS(=O)(=O)c1cccc(NS(=O)(=O)c2cccc(C(F)(F)F)c2)c1	0.1	-11	-1	nt
44	CC1(C)CC(NCc2ccccc2)CCO1 (centres undefined)	0.1	0	-2	6
45	Cc1cc(C(=O)CSc2nc(N)cc(=O)[nH]2)ccc1F	nt	6	7	6
46	CCCCc1ccc(NC(=S)NCCc2ccc(F)cc2)cc1	nt	7	-3	0
47	CCN1CCCC(OC(=O)C(c2ccccc2)c2ccccc2)C1 (centres undefined)	-2.0	-6	-1	-1
48	CC(C)c1ccc(CN(C)C(=O)c2ccc(S(=O)(=O)NCc3ccco3)cc2)cc1	nt	1	1	-2

cpd	ERAP1 inh	S100A4 inh HTS	RAD52 inh	Xi reactivation
37	3	8	-13	0.0
38	-1	-8	-1	nt
39	-3	-9	-10	0.0
40	-3	-14	-14	-0.1
41	1&2	5&9	-6&-11	0.1&0.0
42	-3	-9	-13	-0.1
43	6	2	-6	0.0
44	-4	-12	9	0.0
45	-4	7	-14	0.0
46	-2	-6	2	0.0
47	1	-2	1	0.0
48	1	2	-7	0.0

Rewritten with two lines to a compound: entries from further up
Each structure is followed by: E-selectin induc | RAD54 inh | ERp5 inh | esBAF inh | ERAP1 inh | S100A4 inh HTS | RAD52 inh | Xi reactivation
2) Cc1cc(C)c(S(=O)(=O)N2CCCC(C(=O)NC3CCCC3)C2)c(C)c1 (centres undefined)
→ nt | 2 | -1 | 1 | -5 | -2 | -6 | 0.0
37) O=C(c1nc2ccccn2c1CN1CCCC(O)C1)N1CCN(C2CCCCC2)CC1 (centres undefined)
→ nt | -2 | -2 | 0 | 3 | 8 | -13 | 0.0

Later entries.
cpd	mol	E-selectin induc	RAD54 inh	ERp5 inh	esBAF inh
49	Cn1c(=O)n(C)c2cc(C(=O)Nc3ccc(Br)cc3)ccc21	0.1	-7	-1	7
50	CCn1c(SCC(=O)Nc2nnc(C)s2)nnc1-c1ccco1	nt	8	1	-3
51	Cc1cc(C)n(CCc2nc(-c3ccc(C(C)(C)C)cc3)cs2)n1	0.1	-8	-1	-10
52	O=C([C@H]1[C@H](CO)[C@H]2Cn3c(ccc(-c4ccc(F)cc4)c3=O)[C@H]2N1Cc1cocn1)N1CCCCC1	-0.2	4	0	-2
53	C/C=C/c1ccc([C@H]2[C@@H](C#N)N(c3ncc(CC)s3)[C@H]2CO)cc1	-0.2	10	-4	6
54	Cc1cccc(OC(=O)CCN2C(=O)C3C4C=CC(C5CC45)C3C2=O)c1C (centres undefined)	0.9	nt	1	-5

cpd	ERAP1 inh	S100A4 inh HTS	RAD52 inh	Xi reactivation
49	-8	-10	-12	-0.1
50	3	3	-9	nt
51	0	-3	-6	0.1
52	2	-5	-5	0.0
53	0	-6	-20	0.3
54	1	-32	1	-0.1

Ordered by SMILES length (descending): 3 of the compounds above.
cpd	mol	E-selectin induc	RAD54 inh	ERp5 inh	esBAF inh
52	O=C([C@H]1[C@H](CO)[C@H]2Cn3c(ccc(-c4ccc(F)cc4)c3=O)[C@H]2N1Cc1cocn1)N1CCCCC1	-0.2	4	0	-2
51	Cc1cc(C)n(CCc2nc(-c3ccc(C(C)(C)C)cc3)cs2)n1	0.1	-8	-1	-10
49	Cn1c(=O)n(C)c2cc(C(=O)Nc3ccc(Br)cc3)ccc21	0.1	-7	-1	7

cpd	ERAP1 inh	S100A4 inh HTS	RAD52 inh	Xi reactivation
52	2	-5	-5	0.0
51	0	-3	-6	0.1
49	-8	-10	-12	-0.1

High-throughput results as filed in PubChem.
